SENP7 inh: blocks the human protease SENP7; recombinant SENP7, Z-RLRGG-aminoluciferin luminescence, 40 min; inhibition, % at 5 µM; 330,000 compounds, 1.5% hits;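 active = inhibition above about 50% at the single test dose, limit read from the data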;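 also: plate controls were DMSO with enzyme for no effect and no enzyme buffer wells for full effect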
Target sequence (Q9BQF6 706-1050 limits assumed): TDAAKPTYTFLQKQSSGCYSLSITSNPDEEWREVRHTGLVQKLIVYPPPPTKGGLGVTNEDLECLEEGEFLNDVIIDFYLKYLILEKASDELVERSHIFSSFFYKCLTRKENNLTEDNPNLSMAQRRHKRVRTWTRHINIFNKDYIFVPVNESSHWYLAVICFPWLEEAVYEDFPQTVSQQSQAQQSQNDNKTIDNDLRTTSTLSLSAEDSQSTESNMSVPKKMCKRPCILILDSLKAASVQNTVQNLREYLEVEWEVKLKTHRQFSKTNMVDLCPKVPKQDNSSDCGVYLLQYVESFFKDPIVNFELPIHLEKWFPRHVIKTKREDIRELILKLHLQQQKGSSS
SENP8 block-1: SENP8 protease inhibition | Q96LD8 | purified SENP8, Z-RLRGG-aminoluciferin cleavage, luminescence | inhibition, % at 10 µM | 330,000 compounds, 1.2% hits | AID 2540; in the data active = inhibition above about 50%
SENP6 block: SENP6 protease inhibition; AID 2599; 330,000 compounds, 1.8% hits; Recombinant SENP6 catalytic domain, aminoluciferin luminescence; inhibition, % at 10 µM; Q9GZR1;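 active = inhibition above about 50% at the single tested dose, limit read from the data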;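 also: plate controls were DMSO wells with enzyme for no effect and DMSO wells lacking enzyme for full effect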
Apaf1 inhib: human Apaf-1 inhibition; reconstituted apoptosome caspase-3 activity, DEVD-Rh110 fluorescence; inhibition, % at 20 µM; 330,000 compounds, 0.71% hits; active = inhibition of at least 40% at 20 µM;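 also: plate controls were DMSO wells for no effect and DEVD-CHO caspase inhibitor wells for full effect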
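Medium: Hepes buffer, pH 7.5 / System: biochemical Apaf-1 apoptosome reconstitution / Measured by: Rh110 fluorescence, excitation 480 nm, emission 540 nm / Times: compound with Apaf-1, dATP, procaspase-3 30 min, then 50 min reaction, room temperature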
SENP1 inh: SENP1 (human) catalytic domain inhibition. recombinant SENP1 catalytic domain, CyPet-SUMO1-YPet FRET cleavage. inhibition, % at 10 µM. AID 624204. 360,000 compounds, 0.21% hits. Q9P0U3;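 active = inhibition at least 30% at 10 µM, raw YFP signal under a set limit, fluorescence ratio 0.5 to 1.5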;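 also: 0% = enzyme with DMSO and 100% = no enzyme wells; some results filed as inactive read as strong as hits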
Target sequence (Q9P0U3 419-644 limits assumed): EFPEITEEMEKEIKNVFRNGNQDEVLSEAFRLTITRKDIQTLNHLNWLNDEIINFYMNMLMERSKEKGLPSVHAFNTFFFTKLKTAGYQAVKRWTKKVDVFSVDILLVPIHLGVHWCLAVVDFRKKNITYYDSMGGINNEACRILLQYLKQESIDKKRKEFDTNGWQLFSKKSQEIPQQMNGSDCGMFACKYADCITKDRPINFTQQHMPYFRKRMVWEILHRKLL
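material = recombinant human SENP1 catalytic domain, His6-tagged | quantity = 20 pM enzyme | reagent = 25 nM SUMO1 FRET substrate | compound dosing = 10 µM single point, 0.5% DMSO | timing = 50 min enzyme reaction, room temperature, light-protected | detection = FRET, CFP and YFP emission | control set = no-enzyme low, enzyme-DMSO high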
UBC13 polyUb: blocks human UBC13 polyubiquitin chain formation. P61088. TR-FRET. inhibition, % at 20 µM. 330,000 compounds, 0.47% hits. AID 485273; in the data active = inhibition above about 45%, passing the limit was not always enough; inconclusive = no clear call, values can overlap the other calls
APOBEC3G inh: inhibitors of human APOBEC3G DNA deaminase. Q9HC16. recombinant A3G, ssDNA deamination FAM/TAMRA fluorescence. inhibition, % at 20 µM. 330,000 compounds, 0.28% hits;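 active = inhibition of at least 40% at 20 µM, with no more than 30% in the related APOBEC3A deaminase screen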;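 also: plate controls were DMSO wells with A3G for no effect and wells lacking A3G enzyme for full effect; some compounds called inactive have numbers as strong as hits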
Target sequence (Q9HC16 whole entry, looked up): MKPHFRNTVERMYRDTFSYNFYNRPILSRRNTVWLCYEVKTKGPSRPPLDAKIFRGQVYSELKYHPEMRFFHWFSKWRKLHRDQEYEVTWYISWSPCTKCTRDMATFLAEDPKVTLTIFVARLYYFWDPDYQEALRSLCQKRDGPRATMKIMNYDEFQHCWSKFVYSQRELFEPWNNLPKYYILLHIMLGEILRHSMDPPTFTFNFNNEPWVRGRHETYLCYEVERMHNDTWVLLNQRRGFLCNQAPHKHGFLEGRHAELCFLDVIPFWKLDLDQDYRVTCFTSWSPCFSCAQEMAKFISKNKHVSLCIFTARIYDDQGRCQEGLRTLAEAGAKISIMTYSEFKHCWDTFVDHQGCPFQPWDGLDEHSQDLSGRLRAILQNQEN
SENP8 block-2: inhibitors of human SENP8 protease | 360,000 compounds, 0.64% hits | inhibition, % at 20 µM | recombinant SENP8, Nedd8 substrate fluorescence | AID 602440; in the data active = inhibition mostly above about 40%, no sharp cut-off; inactive = mostly below about 27%
Numbers without * were called inactive; ? = inconclusive; . = not tested or not shown.

SMILES	SENP7 inh	SENP8 block-1	SENP6 block	Apaf1 inhib	SENP1 inh	UBC13 polyUb	APOBEC3G inh	SENP8 block-2
Cc1ccc2nc3c(c(Nc4ccc5c(c4)OCCO5)c2c1)CCC3	-4	-13	-11	-3	0	0	-3	-29
O=C(N/N=C/c1nn(-c2ccccc2)cc1-c1ccc(Cl)cc1)c1ccncc1	13	1	18	17	.	-17	3	.
C=CCn1c(NCCO)nc2c1c(=O)n(C)c(=O)n2C	-2	-2	-1	-13	0	8	1	10
CCn1cc(CNC(=O)c2cc(Cl)ccc2OC)c(C)n1	5	-1	-19	-2	1	6	-3	15
Cc1cccc(OCC(O)CN2CCN(c3ccccn3)CC2)c1C (stereo unspecified)	2	5	-2	0	0	4	-4	9
CCN(Cc1nc2ccccc2c(=O)[nH]1)C(=O)c1cccc(NC(=O)c2cccs2)c1	2	5	5	13	-12	9	-5	-12
CC(=O)c1cn(Cc2ccccc2)c(=O)[nH]c1=O	-6	-3	3	-1	2	6	-7	-1
COc1ccccc1C(=O)NC(=O)COC(=O)c1ccco1	-10	3	-14	3	-1	-2	-1	6
CC(C)(C)c1ccc(C(=O)NC(=S)Nc2ccc(N3CCOCC3)cc2)cc1	-9	0	-16	7	2	-2	-3	10
CCOC(=O)N1CCN(C(=O)CSc2nc3c(c(=O)n2-c2ccccc2OC)SCC3)CC1	2	3	-19	0	0	1	-7	7
Cc1cc(Cl)c(S(=O)(=O)NCc2cccnc2)cc1OCC(N)=O	8	1	-2	8	0	0	0	23
Cn1c(-c2sc3ccccc3c2Cl)n[nH]c1=S	1	-2	-9	0	0	5	41*	-80
COc1ccc(S(=O)(=O)Nc2cc(C)ccn2)cc1OC	0	6	-6	-7	1	2	-6	-10
COCCOC(=O)C(CC(=O)O)NCc1ccco1 (stereo unspecified)	-1	-9	-10	-30	0	19	-7	6
CC(=O)Nc1ccc(/C=N/Nc2nc3ccccc3[nH]2)cc1	-7	-3	-17	-26	-2	-16	-10	-395
C=CCn1c(=O)c2ccccc2n2c(SCC(=O)c3ccccc3)nnc12	1	2	6	9	-1	8	-3	-14
COc1cc(C)ccc1OCc1cc(C(=O)NCCN2CCOCC2)no1	-7	0	11	10	-2	-6	25	-2
COc1ccc(S(=O)(=O)Nc2ccc(O)c(Sc3nc4ccccc4s3)c2)cc1	5	11	3	4	-2	5	-6	7
CCC(C)[C@H]1CNCCN1CCc1cccc(F)c1 (stereo partly specified)	8	-3	0	-4	0	8	-8	10
Cc1ccccc1SCC(=O)N/N=C/c1ccc(F)cc1	3	-2	3	8	1	11	-5	16
CCn1c(SCC(=O)NNC(=O)c2ccco2)nnc1-c1ccco1	-5	-1	1	5	1	-4	-8	-3
CS(=O)(=O)N1CCC(NC(=O)Cc2ccccc2)CC1	1	4	-2	19	1	-9	-3	23
Cc1c(Cl)c(C(=O)N2CCCCCC2)nn1C	-5	1	1	5	2	-6	-7	10
COc1ccc(CN=C2NC(=O)CC(C(=O)Nc3cc(C)cc(C)c3)S2)cc1 (stereo unspecified)	-8	-7	-17	16	3	-2	-13	14
COC(=O)c1ccccc1NC(=O)C1=CC(c2cccs2)=NS(=O)(=O)N1C	19	8	4	-7	1	3	-9	-43
Later entries.
SMILES	SENP7 inh	SENP8 block-1	SENP6 block	Apaf1 inhib	SENP1 inh	UBC13 polyUb	APOBEC3G inh	SENP8 block-2
CCN1CCCC1CNC(=O)c1ccc(N2CCOCC2)c(NS(=O)(=O)c2ccc(OC)cc2)c1 (stereo unspecified)	2	-4	-7	2	-1	-1	2	-5
CCc1nc2c(C#N)c(-c3ccc(Cl)cc3)ccn2n1	-5	3	2	5	1	5	1	-213
COc1ccc(CNC(=O)C(C)Sc2nc3ccccc3c(=O)n2CCCN2CCOCC2)cc1 (stereo unspecified)	-3	-4	-26	13	2	-8	-4	-24
COCc1cc(C)nc(Nc2ccc(C)cc2C)c1C#N	12	2	3	-2	-5	?	7	-142
CCCCN(CCCC)CCNC(=O)c1cn(C)c2ccc(S(=O)(=O)N3CCCC3)cc2c1=O	-14	-10	-23	-1	0	-9	-4	6
O=C1/C(=C/c2ccccc2)CCC1C1CCCC1 (stereo unspecified)	64*	0	73*	4	1	18	-7	15
CN(C)S(=O)(=O)c1cccc(NC(=S)NC(=O)c2ccco2)c1	-4	-2	-8	1	1	0	-10	7
Oc1[nH]c2ccccc2c1N=Nc1ccc(F)cc1	89*	69*	78*	2	-8	-21	-5	23
COc1ccccc1OC(C)C(=O)N1CC(=O)Nc2ccccc21 (stereo unspecified)	-4	0	2	0	1	4	-14	18
O=C(Nc1nc2ccccc2[nH]1)c1ccc(Cl)c(S(=O)(=O)N2CCCC2)c1	-5	-17	-4	12	-4	-16	-2	-59
Cc1[nH]c2c(C)cccc2c1CC(=O)O	9	-2	1	-3	-6	3	-4	8
C=CCNC(=O)COc1ccc(S(=O)(=O)Nc2ccc(OCC)cc2)cc1	3	2	16	-3	1	7	-2	21
CCOC(=O)c1nn(-c2ccccc2C)c(=O)c(C#N)c1C	-1	3	4	6	1	-16	-9	-8
CCOC(=O)C(=NC(C)CC)NNc1ccc(Br)cc1 (stereo unspecified)	6	-3	-7	-1	-57	11	-3	-272
O=C(N/N=C/c1ccncc1)C1CC1(c1ccccc1)c1ccccc1 (stereo unspecified)	-3	-5	-6	11	1	5	-3	17
Cc1ccc(NC(=O)CCC(=O)NNS(=O)(=O)c2ccccc2)c(C)c1	12	-4	-7	1	4	2	-5	16
COc1cc(/C=C/c2ccc3cccc(O)c3n2)c(Br)cc1O	77*	87*	84*	7	-24	-10	-57	-219
Cc1ccc([N+](=O)[O-])cc1N=C(c1cccc(Br)c1)N1CCOCC1	-3	-2	-4	5	2	10	-2	10
COc1ccccc1CNS(=O)(=O)c1c(C)[nH]c(C)c1C(=O)N1CCCCC1	13	-2	-3	-2	-2	-5	-3	0
CC(C)(C)C(=O)NCCc1nc2ccccc2n1CC(=O)c1ccc(Cl)cc1	-3	5	5	10	0	7	-8	0
Cc1ccc(C(C)C)c(OCc2n[nH]c(=S)o2)c1	0	1	-11	7	3	-6	1	18
Cc1csc(NC(=O)CSc2nccn2C)n1	2	-8	-6	2	1	-3	-8	4
COc1ccc(C(C)C)cc1S(=O)(=O)NCc1ccccn1	-3	-8	2	14	0	-16	-7	9
CCOC(=O)CSc1nnc(CNC(=O)c2cccs2)n1Cc1ccccc1	-5	-14	-10	-11	3	8	-7	-4
O=C(C[C@H]1C[C@H](C(=O)N2CCOCC2)[C@@]2(CCC3CCCC3)c3[nH]c4cc(-c5ccco5)ccc4c3CCN2C1=O)NCC12CC3CC(CC(C3)C1)C2	8	.	.	23	-22	.	-2	-331
Next compounds.
SMILES	SENP7 inh	SENP8 block-1	SENP6 block	Apaf1 inhib	SENP1 inh	UBC13 polyUb	APOBEC3G inh	SENP8 block-2
CCOc1ccc(C2C(C(=O)c3cccs3)=C(O)C(=O)N2Cc2cccnc2)cc1OC (stereo unspecified)	0	-3	-19	-11	-13	-3	-4	-9
CC(=O)C1C(c2ccc(C)cc2)c2c(n[nH]c2C)CC1(C)O (stereo unspecified)	7	2	13	4	-1	-3	-3	12
O=C(O)CCN1C(=O)/C(=C\c2ccc(-c3nc4ccccc4s3)o2)SC1=S	4	-3	16	-8	-20	-152	17	-22
O=C(O)COc1ccccc1/C=N/NC(=O)CSc1nnc(SCc2ccc(Cl)cc2)s1	9	45	66*	-4	2	-10	-1	26
CCCCn1c(N)c(N(CCOC)C(=O)c2ccc(Br)s2)c(=O)[nH]c1=O	3	3	0	10	-16	-2	-5	-26
Cc1oc(-c2ccccc2F)nc1CS(=O)CC(=O)NCc1ccc(Cl)cc1 (stereo unspecified)	-2	-3	-1	0	0	0	-6	-4
CCc1cccc(C)c1NC(=O)C1C2CCC(O2)C1C(=O)O (stereo unspecified)	-13	-2	-11	4	2	-9	-5	24
COc1ccc(C(=O)NCC(=O)OCc2ccccc2F)cc1	4	-2	-19	3	1	-2	6	5
COc1ccc(/C=N/n2cnnc2)cc1Br	-1	11	-28	-16	1	-3	-6	20
CC(C)n1c(NCCc2ccccc2)nc2c1c(=O)n(C)c(=O)n2C	-4	-9	-18	5	1	-8	-4	7
COc1ccc(NC(=O)c2cc(S(=O)(=O)N3CCCCC3)ccc2N2CCCCC2)cn1	-2	-8	3	33	-1	-11	-5	14
O=C(CSc1nncn1-c1cccnc1)N(c1ccccc1)c1ccccc1	-6	5	-5	9	-1	0	-6	20
COc1ccc(-c2cn3c4c(sc3n2)CCCC4)cc1	53*	46	57*	23	0	8	-4	17
CCCn1c(=O)c2c(nc3n2CCCN3CCc2ccccc2)n(C)c1=O	4	5	2	10	0	3	-4	20
COCCN(C(=O)c1cc2c(s1)CCCCC2)c1c(N)n(Cc2ccccc2)c(=O)[nH]c1=O	1	2	-13	15	-3	1	-12	-6
COCCNC(=O)c1ccc(CS(=O)(=O)c2ccc(Cl)cc2)o1	-5	-4	-55	10	0	-8	-4	23
CN(C)c1c(-c2ccccc2)cc(-c2ccccc2)[nH]c1=O	-2	0	-9	5	-40	0	-1	-218

Some of these compounds in order of their number in APOBEC3G inh, falling:
| molecule | APOBEC3G inh |
| --- | --- |
| CC(=O)C1C(c2ccc(C)cc2)c2c(n[nH]c2C)CC1(C)O (stereo unspecified) | -3 |
| COCCNC(=O)c1ccc(CS(=O)(=O)c2ccc(Cl)cc2)o1 | -4 |
| COc1ccc(NC(=O)c2cc(S(=O)(=O)N3CCCCC3)ccc2N2CCCCC2)cn1 | -5 |

3 entries picked at random from those above, as already listed:
SMILES	SENP7 inh	SENP8 block-1	SENP6 block	Apaf1 inhib	SENP1 inh	UBC13 polyUb	APOBEC3G inh	SENP8 block-2
O=C(O)CCN1C(=O)/C(=C\c2ccc(-c3nc4ccccc4s3)o2)SC1=S	4	-3	16	-8	-20	-152	17	-22
Cc1oc(-c2ccccc2F)nc1CS(=O)CC(=O)NCc1ccc(Cl)cc1 (stereo unspecified)	-2	-3	-1	0	0	0	-6	-4
CCCCn1c(N)c(N(CCOC)C(=O)c2ccc(Br)s2)c(=O)[nH]c1=O	3	3	0	10	-16	-2	-5	-26

Reformatted field by field: entries from further up.
SMILES: COc1ccc(/C=N/n2cnnc2)cc1Br
- SENP7 inh = -1
- SENP8 block-1 = 11
- SENP6 block = -28
- Apaf1 inhib = -16
- SENP1 inh = 1
- UBC13 polyUb = -3
- APOBEC3G inh = -6
- SENP8 block-2 = 20

SMILES: CC(C)n1c(NCCc2ccccc2)nc2c1c(=O)n(C)c(=O)n2C
- SENP7 inh = -4
- SENP8 block-1 = -9
- SENP6 block = -18
- Apaf1 inhib = 5
- SENP1 inh = 1
- UBC13 polyUb = -8
- APOBEC3G inh = -4
- SENP8 block-2 = 7
